INS-1E ATP HTS – INS-1E beta cell protection from cytokine death | INS-1E cytokine-induced death, ATP luminescence, 48 h; normalised: neutral wells 0, positive control 100 | protection from cytokine-induced ATP loss, % at 10 µM | 20,000 compounds, 0.1% hits;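 active means mean replicate protection from cytokine-induced ATP loss at least 50% and at least 75% of replicates each reaching 50%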
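assay system = INS-1E rat insulinoma cells | amount = 8000 cells per well | medium = phenol-red-free RPMI with 5% fetal bovine serum | doses = one compound concentration, pin transfer | timing = 48 h cytokine plus compound treatment, 10 min reagent incubation | also added = IL-1β, TNF-α and IFN-γ cytokine mix | signal = CellTiter-Glo luminescence measuring cellular ATP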
T cruzi HTS – inhibitors of intracellular Trypanosoma cruzi | 22,000 compounds, 4.9% hits | intracellular Trypanosoma cruzi in host cells, plate reader | activity score (inhibition), % at 5.01 µM; in the data active means activity score above about 55%;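 further: parasites and compound incubated about four days before reading; 0% = median of neutral control wells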
Starred values were filed as active, the others as inactive.

For C[C@@H]1CN([C@@H](C)CO)C(=O)CCCn2cc(nn2)CO[C@@H]1CN(C)Cc1ccccc1 the results were T cruzi HTS -10.
Screening C[C@H](CO)N1C[C@H](C)[C@H](CN(C)S(=O)(=O)c2ccc(F)cc2)Oc2c(NS(C)(=O)=O)cccc2C1=O returned INS-1E ATP HTS 12 and T cruzi HTS 25.
For COc1ccc(S(=O)(=O)N(C)C[C@H]2Oc3ccc(NC(=O)NC4CCCCC4)cc3CC(=O)N([C@H](C)CO)C[C@H]2C)cc1 the results were INS-1E ATP HTS 14 and T cruzi HTS -2.
Screening C[C@@H]1CN([C@H](C)CO)C(=O)Cc2cc(NC(=O)Nc3ccc4c(c3)OCO4)ccc2O[C@H]1CN(C)S(C)(=O)=O returned INS-1E ATP HTS 6 and T cruzi HTS -25.
For COc1ccc(CN(C)C[C@H]2Oc3ccc(NC(=O)C4CC4)cc3CC(=O)N([C@@H](C)CO)C[C@@H]2C)cc1 the results were INS-1E ATP HTS 0 and T cruzi HTS 39.
COc1ccc(CN(C)C[C@@H]2Oc3c(NS(=O)(=O)c4c(C)noc4C)cccc3C(=O)N([C@H](C)CO)C[C@@H]2C)cc1 was read as INS-1E ATP HTS -2 and T cruzi HTS -1.
Screening C[C@@H]1CN([C@@H](C)CO)C(=O)CCCn2cc(nn2)CO[C@H]1CN(C)Cc1cccnc1 returned T cruzi HTS -21.
COc1ccc(CN(C)C[C@@H]2Oc3ccc(NS(=O)(=O)c4c(C)noc4C)cc3CC(=O)N([C@@H](C)CO)C[C@@H]2C)cc1 was read as INS-1E ATP HTS -7 and T cruzi HTS 9.
`C[C@H](CO)N1C[C@H](C)[C@@H](CN(C)CC2CCCCC2)Oc2c(NC(=O)Nc3ccc(C(F)(F)F)cc3)cccc2C1=O` gave INS-1E ATP HTS -71 and T cruzi HTS 69*.
For C[C@@H]1CN([C@H](C)CO)C(=O)c2cccc(NC(=O)C3CCOCC3)c2O[C@H]1CN(C)Cc1ccncc1 the results were INS-1E ATP HTS 9 and T cruzi HTS -24.
C[C@@H]1CN([C@H](C)CO)C(=O)Cc2cc(NC(=O)C3CCCCC3)ccc2O[C@H]1CN(C)S(=O)(=O)c1ccc(Cl)cc1 was read as INS-1E ATP HTS -9 and T cruzi HTS -6.
Screening COc1ccc(NC(=O)N(C)C[C@@H]2Oc3ccc(NS(=O)(=O)c4ccc(OC)cc4)cc3C(=O)N([C@H](C)CO)C[C@H]2C)cc1 returned INS-1E ATP HTS -5 and T cruzi HTS -9.
For COc1ccc(NC(=O)N(C)C[C@@H]2Oc3ccc(NC(=O)Nc4ccc5c(c4)OCO5)cc3C(=O)N([C@H](C)CO)C[C@@H]2C)cc1 the results were INS-1E ATP HTS 3 and T cruzi HTS 13.
`COc1ccc(S(=O)(=O)Nc2ccc3c(c2)C(=O)N([C@H](C)CO)C[C@H](C)[C@@H](CN(C)CC2CCCCC2)O3)cc1` gave INS-1E ATP HTS 5 and T cruzi HTS 11.
`C[C@H]1CN([C@@H](C)CO)C(=O)c2cccc(NC(=O)Nc3ccc(C(F)(F)F)cc3)c2O[C@@H]1CN(C)S(=O)(=O)c1ccc(F)cc1` gave INS-1E ATP HTS -18 and T cruzi HTS 21.
For C[C@H]1CN([C@@H](C)CO)C(=O)c2cccc(NC(=O)Nc3ccc(F)cc3)c2O[C@@H]1CN(C)Cc1ccc(Oc2ccccc2)cc1 the results were INS-1E ATP HTS -22 and T cruzi HTS 36.
`C[C@@H]1CN([C@@H](C)CO)C(=O)c2cc(NC(=O)CCC(F)(F)F)ccc2O[C@H]1CN(C)Cc1ccc(Oc2ccccc2)cc1` gave T cruzi HTS -2.
Screening COc1ccc(-c2cnc3c(c2)C(=O)N([C@H](C)CO)C[C@H](C)[C@H](CN(C)C(=O)Nc2ccc4c(c2)OCO4)O3)cc1 returned T cruzi HTS -26.
C[C@H](CO)N1C[C@H](C)[C@H](CN(C)Cc2ccc(Cl)c(Cl)c2)Oc2ccc(NC(=O)Cn3cnnn3)cc2CC1=O was read as INS-1E ATP HTS 1 and T cruzi HTS -4.
C[C@H](CO)N1C[C@H](C)[C@H](CN(C)CC2CCCCC2)Oc2c(NC(=O)CCCCCC(=O)Nc3ccccc3N)cccc2C1=O was read as INS-1E ATP HTS 6 and T cruzi HTS 39.
Cc1noc(C)c1NC(=O)N(C)C[C@H]1Oc2c(NC(=O)Nc3ccc(F)cc3)cccc2C(=O)N([C@@H](C)CO)C[C@@H]1C was read as INS-1E ATP HTS 2 and T cruzi HTS -18.
For COc1ccc(S(=O)(=O)Nc2cccc3c2O[C@@H](CN(C)C(=O)Nc2ccc(C(F)(F)F)cc2)[C@@H](C)CN([C@@H](C)CO)C3=O)cc1 the results were INS-1E ATP HTS -12 and T cruzi HTS 22.
`Cc1noc(C)c1NC(=O)N(C)C[C@@H]1Oc2c(NC(=O)C3CCOCC3)cccc2C(=O)N([C@H](C)CO)C[C@H]1C` gave INS-1E ATP HTS 2 and T cruzi HTS -23.
C[C@H](CO)N1C[C@H](C)[C@H](CN(C)Cc2ccc(C(=O)Nc3ccccc3N)cc2)Oc2ccc(N(C)C)cc2C1=O was read as INS-1E ATP HTS 40 and T cruzi HTS 39.
Cc1noc(C)c1NC(=O)N(C)C[C@H]1Oc2c(NC(=O)C3CCOCC3)cccc2C(=O)N([C@@H](C)CO)C[C@@H]1C was read as INS-1E ATP HTS 7 and T cruzi HTS -24.
`C[C@@H]1CCCCO[C@H](CN(C)C)[C@@H](C)CN([C@H](C)CO)C(=O)c2cc(NC(=O)C3CCCCC3)ccc2O1` gave INS-1E ATP HTS -1 and T cruzi HTS -11.
CC(C)OC(=O)N(C)C[C@@H]1OCc2cn(nn2)CCCC(=O)N([C@H](C)CO)C[C@@H]1C was read as T cruzi HTS -21.
`Cc1noc(C)c1NC(=O)Nc1cccc2c1O[C@@H](CN(C)Cc1ccncc1)[C@@H](C)CN([C@@H](C)CO)C2=O` gave INS-1E ATP HTS 4 and T cruzi HTS -16.
`C[C@H]1CN([C@@H](C)CO)C(=O)c2cc(NC(=O)c3ccncc3)ccc2O[C@H]1CN(C)Cc1ccc2c(c1)OCO2` gave T cruzi HTS -21.
C[C@H]1CN([C@@H](C)CO)C(=O)Cc2cc(NC(=O)CCN3CCOCC3)ccc2O[C@@H]1CN(C)Cc1ccccc1 was read as INS-1E ATP HTS 6 and T cruzi HTS 4.
Cc1ccc(S(=O)(=O)Nc2ccc3c(c2)C(=O)N([C@H](C)CO)C[C@H](C)[C@H](CN(C)S(=O)(=O)c2ccc(F)cc2)O3)cc1 was read as INS-1E ATP HTS -14 and T cruzi HTS 43.
Cc1ccc(S(=O)(=O)N(C)C[C@H]2Oc3ccc(NC(=O)Nc4ccccc4)cc3CC(=O)N([C@@H](C)CO)C[C@H]2C)cc1 was read as INS-1E ATP HTS 5 and T cruzi HTS -46.
For C[C@@H]1CN([C@H](C)CO)C(=O)c2cc(NS(=O)(=O)c3ccccc3)ccc2O[C@@H]1CN(C)CC1CCCCC1 the results were INS-1E ATP HTS -11 and T cruzi HTS 9.
Cc1noc(C)c1NC(=O)N(C)C[C@@H]1Oc2ccc(NC(=O)NC3CCCCC3)cc2CC(=O)N([C@H](C)CO)C[C@H]1C was read as INS-1E ATP HTS -4 and T cruzi HTS 3.
`C[C@H](CO)N1C[C@H](C)[C@@H](CN(C)S(=O)(=O)c2ccc(F)cc2)OCc2cn(nn2)CCCC1=O` gave T cruzi HTS -27.
Screening Cc1noc(C)c1NC(=O)N(C)C[C@H]1Oc2c(cccc2N(C)C)C(=O)N([C@H](C)CO)C[C@H]1C returned INS-1E ATP HTS 4 and T cruzi HTS -8.
For COc1ccc(NC(=O)Nc2ccc3c(c2)CC(=O)N([C@H](C)CO)C[C@@H](C)[C@H](CN(C)S(=O)(=O)c2ccc(OC)cc2)O3)cc1 the results were INS-1E ATP HTS 2 and T cruzi HTS 7.
C[C@@H]1CN([C@H](C)CO)C(=O)Cc2cc(NC(=O)Cc3cn(C)c4ccccc34)ccc2O[C@@H]1CN(C)C(=O)NC1CCCCC1 was read as INS-1E ATP HTS 0 and T cruzi HTS -26.
For CC(C)NC(=O)Nc1ccc2c(c1)C(=O)N([C@@H](C)CO)C[C@H](C)[C@H](CN(C)Cc1ccc(Cl)c(Cl)c1)O2 the results were T cruzi HTS 1.
Screening COc1ccc(S(=O)(=O)N(C)C[C@@H]2Oc3ccc(NC(=O)Cc4cn(C)c5ccccc45)cc3C(=O)N([C@H](C)CO)C[C@H]2C)cc1 returned INS-1E ATP HTS 2 and T cruzi HTS 7.
Screening C[C@@H]1CN([C@H](C)CO)C(=O)c2cc(NS(C)(=O)=O)ccc2O[C@@H]1CN(C)Cc1ccc(C(=O)O)cc1 returned INS-1E ATP HTS 1 and T cruzi HTS -11.
`O=C(O)CCCCCC(=O)N/N=C/c1ccc(O)cc1Br` gave INS-1E ATP HTS -9 and T cruzi HTS -19.
For C[C@H]1CN([C@@H](C)CO)C(=O)c2cccc(NS(=O)(=O)c3cn(C)cn3)c2O[C@@H]1CN(C)Cc1ccncc1 the results were INS-1E ATP HTS 15 and T cruzi HTS -16.
`C[C@H]1CN([C@@H](C)CO)C(=O)CCCn2nncc2CO[C@H]1CN(C)C(=O)NC1CCCCC1` gave T cruzi HTS 2.
`CC(C)NC(=O)N(C)C[C@@H]1Oc2c(NC(=O)C3CC3)cccc2C(=O)N([C@H](C)CO)C[C@@H]1C` gave INS-1E ATP HTS -2 and T cruzi HTS -1.

Of the compounds above, these have a COOH group:
Screening C[C@@H]1CN([C@H](C)CO)C(=O)c2cc(NS(C)(=O)=O)ccc2O[C@@H]1CN(C)Cc1ccc(C(=O)O)cc1 returned INS-1E ATP HTS 1 and T cruzi HTS -11.
`O=C(O)CCCCCC(=O)N/N=C/c1ccc(O)cc1Br` gave INS-1E ATP HTS -9 and T cruzi HTS -19.

Following part.
For COc1ccc(S(=O)(=O)N(C)C[C@H]2Oc3ccc(NS(=O)(=O)c4cn(C)cn4)cc3CC(=O)N([C@@H](C)CO)C[C@@H]2C)cc1 the results were INS-1E ATP HTS 12 and T cruzi HTS -7.
C[C@H]1CN([C@@H](C)CO)C(=O)CCCn2nncc2CO[C@@H]1CN(C)C(=O)Nc1ccc(C(F)(F)F)cc1 was read as T cruzi HTS -11.
Screening C[C@@H]1CN([C@H](C)CO)C(=O)Cc2cc(NS(=O)(=O)c3cn(C)cn3)ccc2O[C@H]1CN(C)C(=O)Nc1ccc(C(F)(F)F)cc1 returned INS-1E ATP HTS 11 and T cruzi HTS -10.
Screening C[C@H](CO)N1C[C@H](C)[C@H](CN(C)C(=O)Nc2ccccc2)OCc2cnnn2CCCC1=O returned T cruzi HTS -7.
For O=C(N/N=C/c1ccc2c(c1)Cc1ccccc1-2)c1ccccn1 the results were INS-1E ATP HTS -5 and T cruzi HTS 11.
`Cc1cccc(S(=O)(=O)N(C)C[C@H]2OCc3cnnn3CCCC(=O)N([C@H](C)CO)C[C@H]2C)c1` gave T cruzi HTS 3.
For C[C@@H]1CCCCO[C@H](CN(C)S(=O)(=O)c2cccs2)[C@@H](C)CN([C@H](C)CO)C(=O)c2cc(NS(=O)(=O)c3ccc(Cl)cc3)ccc2O1 the results were INS-1E ATP HTS 2 and T cruzi HTS 11.
Screening C[C@@H]1CN([C@@H](C)CO)C(=O)c2cc(NS(=O)(=O)c3cccs3)ccc2O[C@@H]1CN(C)CC1CC1 returned INS-1E ATP HTS 0 and T cruzi HTS -19.
For C[C@@H]1CN([C@@H](C)CO)C(=O)Cc2cc(NC(=O)Nc3cccc4ccccc34)ccc2O[C@@H]1CN(C)S(C)(=O)=O the results were INS-1E ATP HTS 12 and T cruzi HTS -16.
C[C@@H]1CN([C@H](C)CO)C(=O)c2cc(NC(=O)C3CC3)ccc2O[C@@H]1CN(C)CC1CC1 was read as INS-1E ATP HTS 9 and T cruzi HTS -9.
`COc1ccc(NC(=O)N(C)C[C@@H]2Oc3c(NC(=O)NC4CCCCC4)cccc3C(=O)N([C@@H](C)CO)C[C@@H]2C)cc1` gave INS-1E ATP HTS 2 and T cruzi HTS -5.
Screening C[C@H](CO)N1C[C@H](C)[C@@H](CN(C)Cc2cccnc2)OCc2cn(nn2)CCCC1=O returned T cruzi HTS -10.
Screening COc1ccc(NC(=O)N(C)C[C@@H]2Oc3c(NC(=O)C4CC4)cccc3C(=O)N([C@H](C)CO)C[C@H]2C)cc1 returned INS-1E ATP HTS 1 and T cruzi HTS 36.
`Cc1ccc(S(=O)(=O)N(C)C[C@H]2Oc3ccc(NC(=O)Nc4c(C)noc4C)cc3CC(=O)N([C@H](C)CO)C[C@H]2C)cc1` gave INS-1E ATP HTS 11 and T cruzi HTS -6.
`C[C@H](CO)N1C[C@H](C)[C@H](CN(C)Cc2ccc3c(c2)OCO3)Oc2c(NC(=O)C3CCCCC3)cccc2C1=O` gave INS-1E ATP HTS -3 and T cruzi HTS -9.
`C[C@@H]1CN([C@@H](C)CO)C(=O)c2cccc(NC(=O)c3nc4ccccc4s3)c2O[C@H]1CN(C)S(=O)(=O)c1cn(C)cn1` gave INS-1E ATP HTS 8 and T cruzi HTS 5.

Of the compounds above, these have a Cl atom.
C[C@@H]1CN([C@H](C)CO)C(=O)Cc2cc(NC(=O)C3CCCCC3)ccc2O[C@H]1CN(C)S(=O)(=O)c1ccc(Cl)cc1 was read as INS-1E ATP HTS -9 and T cruzi HTS -6.
C[C@H](CO)N1C[C@H](C)[C@H](CN(C)Cc2ccc(Cl)c(Cl)c2)Oc2ccc(NC(=O)Cn3cnnn3)cc2CC1=O was read as INS-1E ATP HTS 1 and T cruzi HTS -4.
For CC(C)NC(=O)Nc1ccc2c(c1)C(=O)N([C@@H](C)CO)C[C@H](C)[C@H](CN(C)Cc1ccc(Cl)c(Cl)c1)O2 the results were T cruzi HTS 1.
For C[C@@H]1CCCCO[C@H](CN(C)S(=O)(=O)c2cccs2)[C@@H](C)CN([C@H](C)CO)C(=O)c2cc(NS(=O)(=O)c3ccc(Cl)cc3)ccc2O1 the results were INS-1E ATP HTS 2 and T cruzi HTS 11.
